ROC1-CUL1 inh = human ROC1-CUL1 E3 ligase inhibition. P62877+Q13616. in vitro K48 di-Ub FRET, acceptor:donor ratio, 45 min. inhibition, % at 10 µM. 140,000 tested, 0.6% active. AID 1347404; in the data active means inhibition above about 25%
Target sequence (P62877 whole entry, looked up): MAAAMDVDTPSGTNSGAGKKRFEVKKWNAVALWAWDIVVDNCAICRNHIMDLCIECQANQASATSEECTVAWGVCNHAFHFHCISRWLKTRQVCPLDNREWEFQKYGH
Target sequence (Q13616 whole entry, looked up): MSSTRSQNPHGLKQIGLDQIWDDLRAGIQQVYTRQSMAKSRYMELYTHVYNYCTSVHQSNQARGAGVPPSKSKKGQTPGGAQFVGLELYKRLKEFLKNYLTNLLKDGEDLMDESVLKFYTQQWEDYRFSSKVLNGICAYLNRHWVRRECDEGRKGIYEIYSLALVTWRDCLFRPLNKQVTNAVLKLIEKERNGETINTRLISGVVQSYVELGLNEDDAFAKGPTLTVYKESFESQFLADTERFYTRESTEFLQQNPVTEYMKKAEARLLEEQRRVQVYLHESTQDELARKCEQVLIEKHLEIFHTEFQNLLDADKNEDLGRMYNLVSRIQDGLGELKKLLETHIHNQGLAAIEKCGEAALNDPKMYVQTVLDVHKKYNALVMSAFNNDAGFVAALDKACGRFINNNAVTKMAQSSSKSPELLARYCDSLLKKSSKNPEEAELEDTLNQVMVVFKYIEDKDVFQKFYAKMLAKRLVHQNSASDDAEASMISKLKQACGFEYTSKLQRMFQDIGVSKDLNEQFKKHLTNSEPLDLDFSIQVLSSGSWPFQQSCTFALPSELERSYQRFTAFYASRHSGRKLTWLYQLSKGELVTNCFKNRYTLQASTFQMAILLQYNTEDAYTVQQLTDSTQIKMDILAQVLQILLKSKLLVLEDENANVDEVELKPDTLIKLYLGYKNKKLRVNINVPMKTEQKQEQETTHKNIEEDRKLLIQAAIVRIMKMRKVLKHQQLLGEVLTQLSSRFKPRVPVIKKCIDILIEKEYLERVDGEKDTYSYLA
Active calls of the source: *. This is a subset, so the mix of outcomes need not match the whole.

SMILES	ROC1-CUL1 inh
O=C(/C=C/c1ccccc1Cl)N1CCC(c2cc(=O)[nH]cn2)CC1	4
Cc1occc1C(=O)NC1CC(C)(C)Cc2nc(N3CCOCC3)ncc21 (stereo not given)	2
O=C(CCCn1c(=O)c2ccccc2n(Cc2ccc(F)cc2Cl)c1=O)NCCc1ccc(Cl)cc1	2
COc1ccccc1N1CCN(CCCNC(=O)c2cnn(-c3cccc(Cl)c3)c2C2CCN(C(=O)OC(C)(C)C)CC2)CC1	-12
CCOC(=O)C1=C(c2ccccc2)N=c2s/c(=C\c3ccc(N(C)C)c(Br)c3)c(=O)n2C1c1cccc(OC)c1OC (stereo not given)	-2
COCCN1C(=O)/C(=C/c2ccccc2OCc2cccc(C(=O)O)c2)SC1=Nc1ccccc1	68*
COc1ccc(-c2csc3nc(SC)[nH]c(=O)c23)cc1	-2
CC(=O)Nc1nonc1-c1nnc(SCc2ccccc2C)n1C	-7
CCc1noc(C)c1-c1nn2c(-c3cccs3)nnc2s1	15
Cc1c(C(=O)N(Cc2cccc(F)c2)C2CCS(=O)(=O)C2)oc2cc(Br)ccc12 (stereo not given)	-9
Cc1ccc2nc(NC(=O)c3cc(Br)ccc3Cl)sc2c1	3
O=C(O)c1c(-c2ccccc2)[nH]c2ccccc12	12
CCCC(=O)Nc1ccc(Cc2ccc(NC(=O)CCC)cc2)cc1	7
COCCCNC(=O)C1CCN(c2nc3ccc(Cl)cc3[nH]2)CC1	3
Cc1cc(O)ccc1NC(=O)C(C)Oc1ccccc1 (stereo not given)	0
CCC1(C2CCN(C(=O)c3n[nH]c4c3CCCC4)CC2)NC(=O)N(Cc2ccc3c(c2)OCO3)C1=O (stereo not given)	5
Cc1ccc(C(=O)Nc2nnc(S(=O)(=O)N3CCCCCC3)s2)cc1	-7
Cc1cc(C)n(CC(O)Cn2c3ccccc3c3ccccc32)c(=O)n1 (stereo not given)	6
Cc1ccc(CN2C(=O)c3ccccc3S(=O)(=O)c3ccc(C(=O)OCC4CCCO4)cc32)cc1 (stereo not given)	4
CC(C)Oc1cccc(C(=O)NCC2CCN(c3cnn(C)c(=O)c3)C2)c1 (stereo not given)	9
Cc1ccccc1NCc1cc(Br)c(OCc2ccc(Cl)cc2)c(Br)c1	3
COc1cccc(CN2CCN(C(C)=O)CC2)c1OCC(O)CN1CCOCC1 (stereo not given)	7
O=C(CSc1nnc2scc(-c3ccccc3)n12)N1CCCCCC1	4
COc1ccc(-c2nc3c(c(SCC(=O)Nc4ccc(C(=O)O)cc4)n2)Cc2ccccc2O3)cc1	8
CC1(C)Cc2c(ccc3ccccc23)C(NNC(=O)c2cccc(N)c2)=N1	-1
COc1ccc(-c2noc(CN3CCC(OCc4ccccn4)CC3)n2)c(OC)c1OC	-5
O=C1OC(c2ccco2)=NC1C=Nc1ccc(I)cc1 (stereo not given)	0
Cc1nnc(NC(=O)CSc2nccn2Cc2ccc(F)cc2)s1	5
CCOC(=O)Cc1[nH]nc2c1C(c1ccc(F)cc1F)C(C#N)C(=N)O2 (stereo not given)	5
COc1cccc(CN2CCN(Cc3nc(NCc4cccs4)c4ccccc4n3)CC2=O)c1	-8
O=C(CCC(=O)N1CCC(n2nccc2NC(=O)C2CCOC2)CC1)c1ccccc1 (stereo not given)	4
CCOC(=O)c1cc(C)n(CC2CCC(C(=O)Nc3ccc(Cl)cc3)CC2)c1C (stereo not given)	0
Cc1ncoc1C(=O)NCc1cccnc1Oc1ccccc1	-1
CCc1noc(C)c1C(=O)N1CCN(S(=O)(=O)c2ccc(F)cc2)CC1	4
COC(=O)c1ccc(NC(=O)c2c(NCc3cccc(F)c3)sc3c2CCCC3)cc1	1
O=C1NN(c2ccccc2)C(=O)/C1=C/c1cn(Cc2ccc(Cl)c(Cl)c2)c2ccccc12	12
Cc1ccc(C(=O)N2CCCCC2CCN2CCCCC2)cc1 (stereo not given)	-10
Cc1cccc(OC(=O)c2ccccc2F)c1C	-3
CC(C)CN1CCNC(=O)C1CC(=O)N1CCSCC1 (stereo not given)	6
O=C(N/N=C/c1cc([N+](=O)[O-])cc([N+](=O)[O-])c1O)C(Cc1ccc([N+](=O)[O-])cc1)=NC(=O)c1ccccc1	7
CCCOCc1cc(CN2CCN(c3ccccc3OC)CC2)c(O)c2ncccc12	-5
O=C1Nc2ccccc2Oc2cc(Oc3cccc(Cl)c3)ccc21	-1
CCN(CC)CCCNC(=O)c1c2c(nc3ccccc13)C(=O)N(C1CCCCC1)C2	-1
COC(=O)[C@@H](NC(=O)c1coc(COc2cccc(F)c2F)n1)C(C)C	13
CCC(CC)C(=O)NCCN1CCN(C(=O)C(CC)CC)CC1	3
CCCCCCSc1nnc2c(n1)OC(c1cccnc1)N(C(C)=O)c1ccccc1-2 (stereo not given)	7
CCOc1ccc(NC(=O)N(Cc2ccc(CC)cc2)Cc2cn[nH]c2-c2ccc(OC)cc2)cc1	9
CCOC(=O)c1c2c(nc3sc(C(=O)c4ccccc4)c(N)c13)CCN(CC)C2	7
O=C(COCc1cc(-c2ccc3c(c2)OCO3)on1)N1CCN(c2cccc(Cl)c2)CC1	2
COc1ccc(NCc2cc3cc4c(cc3n(CC(=O)Nc3ccc(C)c(C)c3)c2=O)OCO4)cc1	-6

Continued:
SMILES	ROC1-CUL1 inh
O=C(CSc1ncccc1[N+](=O)[O-])Nc1ccccc1Cl	5
Cc1cccc(-n2c(-c3ccc(Cl)cc3)n[nH]c2=S)c1	14
Cc1nc2sc(C)c(C)n2c(=O)c1S(=O)(=O)NCCc1ccc(Cl)cc1	2
CCc1ccc(NC(=O)c2ccc3c(c2)c(C)c(C)n3Cc2ccccc2)cc1	-2
O=C(NCc1cccc(F)c1)C1CCCN(C(=O)N2CCOc3ccccc32)C1 (stereo not given)	-9
CSc1ccc(CN2CCCC(c3[nH]ncc3CC(C)C)C2)cc1 (stereo not given)	3
C=CCN1C(=O)C2(OCCO2)c2c(C)ccc(C)c21	2
CCOc1ccc(CCNC(=O)c2csc3c2CCCCC3)cc1	0
Nc1ccc(C(O)CN2CCCCC2)cc1 (stereo not given)	5
NS(=O)(=O)c1ccc(-c2ccc(/C=C3\C(=O)NC(=S)N(c4cccc5ccccc45)C3=O)o2)cc1	5
CCc1ccc(C(=O)c2cn(CC(=O)NCCc3ccccc3)c3nc(C)ccc3c2=O)cc1	13
O=C(NC1CCCC1)c1ccc(N2CCC(NCc3ccc(Cl)s3)CC2)cc1	7
CCc1c(C)nc2sc(Sc3nn4c(=O)cc(C)nc4s3)nn2c1=O	-1
CCOc1cc(/C=C2\CCCC(C(=O)C(F)(F)F)C2=O)ccc1O (stereo not given)	-3
COCCN1C(=O)CC(CC(=O)N(C)Cc2ccc3nccnc3c2)(c2ccccc2Cl)C1=O (stereo not given)	1
CCOn1c(-c2ccc(F)cc2)nc2c1OC=NN2OCc1ccccc1	0
CCc1ccc(NC(=O)C2CCC(CNS(=O)(=O)c3ccc4c(c3)C(C)(C)C(=O)N4C)CC2)cc1 (stereo not given)	-3
Cc1nn(C)c(Cl)c1S(=O)(=O)NCc1nc(NCCCc2ccccc2)c2ccccc2n1	5
Cc1ccccc1NS(=O)(=O)c1ccc(Br)s1	-1
O=C(c1nn[nH]n1)C1C(=O)c2cccc3c2N(CCC3)C1=O (stereo not given)	13
COc1cccc2sc(NC(=O)c3ccc(-c4ccccc4)cc3)nc12	5
COCc1cc(C)nc(N/N=C/c2ccc(-c3ccc(C)c([N+](=O)[O-])c3)o2)c1C#N	0
O=C(Nc1ccccc1F)c1ccc2c(Cl)c3c(nc2c1)CCC3	-1
O=C(Nc1nnc(CC2=CCCCC2)s1)C12CC3CC(CC(C3)C1)C2	8
CCc1nn2c(=O)cc(COC(=O)c3cccc(NC(=O)c4ccccc4C)c3)nc2s1	5
COc1cc(OC)c(C2c3c(n[nH]c3-c3ccc4c(c3)OCO4)OC(=N)C2C#N)cc1OC (stereo not given)	5
Cc1ccccc1Cn1nc(C)c(NC(=O)c2cc(-c3ccc(F)cc3)on2)c1C	-9
CCCn1ncc(NC(=O)Cn2ccc(-c3nccnc3C)n2)n1	-2
CCN(CCn1cccn1)C(=O)c1cc(COc2cccc(OC)c2)on1	-4
COc1ccc(Cn2c(=O)oc3ccccc32)cc1OC	1
O=C(c1ccc(Cl)cc1)N1CCCCC(Sc2nc3sc4c(c3c(=O)n2-c2ccccc2)CCC4)C1=O (stereo not given)	1
O=C(C1CCC1)N1CCCc2cc(S(=O)(=O)N3CCN(c4ccccc4)CC3)ccc21	-7
O=C(COc1ccc(Br)cc1Cl)Nc1ncn[nH]1	-8
O=C(NCc1ccc(Cl)cc1)c1ccc(CSCc2cccc(Cl)c2)o1	-8
Cc1c(Br)c(C(=O)N2c3ccccc3CC2C)nn1C (stereo not given)	-1
COC(=O)c1cccc(Cn2cc([N+](=O)[O-])cn2)c1	-2
Cc1cc(-c2nn3c(-c4ccccc4)nnc3s2)n(C)n1	2
CCCCc1cc(C#CC(C)(C)O)c(CCCC)cc1C#CC(C)(C)O	4
O=C(Nc1ccccc1Oc1cccnc1)C1CCCN(C(=O)CCc2ccncc2)C1 (stereo not given)	-5
CC1=NC(C)(C)Cc2c(C)ccc(C)c21	-7
O=C(CSc1nc2sc3c(c2c(=O)n1-c1ccc(F)cc1)CCCC3)Nc1cccc(C(F)(F)F)c1	3
CCCN1CCC(NC(=O)COc2ccc(F)c(Cl)c2)CC1	3
Cn1cc(CN2CCC(C(N)=O)CC2)c(-c2cccc(Cl)c2)n1	-3
COc1ccc(NC(=O)CSc2oc(-c3ccc(C)cc3)nc2S(=O)(=O)c2ccc(C)cc2)c(OC)c1	3
COc1ccc(NC(=O)COCc2cc(-c3ccc4c(c3)OCO4)on2)cc1	11
Cc1ccc(C2=NC(c3ccc(F)cc3)=Nc3ccc(C)cc3N2)cc1	-7
CCOC(=O)N1CC=C2C(C#N)C(=N)C(C#N)(C#N)[C@H](c3ccc(SC)cc3)[C@H]2C1 (stereo not given in full)	6
CCOc1ccc(C(=O)/C=C/C2=C(c3ccc(OC)c(OC)c3)Oc3ccccc3C2c2ccccc2)cc1 (stereo not given)	9
Cc1oc(-c2cccc(Br)c2)nc1Cn1c(SCc2cccc(F)c2)nc2cccnc21	1
COCC(=O)Nc1ccccc1S	7

Next compounds:
SMILES	ROC1-CUL1 inh
COc1ccc(-c2nnc(SCCOc3ccccc3C)o2)cc1OC	5
COC(=O)c1ccc(OC)cc1OCC#N	12
CCOc1ccc(/C=C(\C#N)C(=O)Nc2sc3c(c2C(=O)OC)C(C(=O)OC)CC3)cc1OC (stereo not given)	3
Cc1ccc(-c2n[nH]c3c2C(c2ccccc2F)N(c2ccccc2)C3=O)cc1 (stereo not given)	-11
O=C(Cc1ccccc1)Nc1ccc(N2CCOCC2)c(Br)c1	-8
COc1ccc(C)cc1NC(=O)CN(c1ccc(Cl)c(Cl)c1)S(C)(=O)=O	-5
CN1C(=O)C(C=NCc2ccccc2)c2ccccc21 (stereo not given)	-2
COc1ccc(NC(=O)c2cccc([N+](=O)[O-])c2C(=O)O)c([N+](=O)[O-])c1	2
CCC(CC)CN1CCN(C2CCCC2)C(CCO)C1 (stereo not given)	4
CCOC(=O)N1CCN(Cc2nc(-c3ccc(C)s3)oc2C)CC1	-1
CC(=O)c1cnc(N2CCC(C)CC2)nc1C	4
CC1(C)CC2=NN(C(=O)c3ccco3)C(c3ccccc3)C2CO1 (stereo not given)	-6
Cc1sc(NC(=O)CSc2nnc(N)s2)nc1-c1ccccc1	-1
O=C(O)Cc1ccc(-c2ccccc2-c2ccccc2)cc1	2
Cc1cccc(C)c1N1CC(c2nc3ccccc3n2CC(=O)OC(C)C)CC1=O (stereo not given)	-2
Cc1ccc(C(C)C)c(OC(=O)NC2c3ccccc3CSc3ccccc32)c1 (stereo not given)	2
O=C(Oc1ccc(Cl)cc1)c1cc(Cl)nc2ccccc12	-5
O=C1Cn2c3c(c4cccc(c42)N1)CN(Cc1ccccc1)CC3	-1
Cc1cc(C)n2nc(SCC(=O)N/N=C/c3ccccn3)nc2n1	7
Cc1ccc(NC2CC(=O)N(N(C)C)C2=O)cc1 (stereo not given)	-2
Cn1c2c(c3ccccc31)CCc1nonc1-2	8
Cc1cc(C)n(C(=O)Cn2nc(C)c(Cl)c2C)n1	4
CC(=O)N(C)C(c1ccccc1Cl)c1nnnn1-c1ccccc1C (stereo not given)	-3
CCC(=O)NC(=S)Nc1c(C)cccc1C	6
CCN(CC)C1=NC(=S)N(C)C(c2ccccc2)S1 (stereo not given)	-4
